MgcRacGAP inhibition: MgcRacGAP GTPase-activating activity inhibitors, confirmation, biochemical, ADP Hunter fluorescence; MgcRacGAP-stimulated Rac1 GTP hydrolysis, ADP Hunter fluorescence; higher % means a stronger effect; GST-tagged Rac1 F28L mutant substrate; one-dose inhibition, % at 30 µM; IC50 in µM for titrated hits; 340,000 tested, 0.6% active;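 active = first-screen hits whose inhibition reached a set limit at any dose in the follow-up dose series; inconclusive = inhibition above the set first-screen limit but never retested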;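 also: fluorescence reports GDP produced by GAP-driven GTP hydrolysis; strong numbers were not always called active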
Large T inhibition: TAg ATPase/helicase activity blockers – biochemical (AID 1903) | SV40 large T antigen ATPase/helicase inhibition assay; higher % means a stronger effect | one-dose inhibition, % at 20 µM; IC50 in µM for titrated hits | 310,000 tested, 0.39% active; in the data active = a potency from the dose series; inconclusive = inhibition mostly from about 32% at the one dose, without a potency; inactive = the rest, 99 in 100 with inhibition below about 32%; also: strong numbers were not always called active
XIAP displacement: small molecules displacing peptide from XIAP – biochemical, IAP family, fluorescence polarization (AID 1018). XIAP BIR domain, fluorescence polarization peptide displacement; higher % means a stronger effect. displacement, % at 20 µM; hits with a dose series show IC50 in µM. 200,000 tested, 0.007% active; in the data active = displacement above about 50%; also: a part of the inactive calls stands beside numbers as strong as those of hits
SIAH1 antagonists: Siah-1 peptide-binding antagonists, primary screen, biochemical, fluorescence polarization, rhodamine-plectin, uHTS (AID 1817) | Siah-1 / rhodamine-plectin peptide fluorescence polarization; higher % means a stronger effect | displacement, % at 20 µM; hits with a dose series show IC50 in µM | 290,000 tested, 0.02% active;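 active = displacement of at least 50% at 20 µM, with a fluorescence ratio check between 0.3 and a set limit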;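 also: plate controls were Siah plus tracer with DMSO for no effect and tracer alone without Siah for full effect; strong numbers were not always called active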
AID2073: disruptors of CaV2.2 binding to Mint1 – biochemical, HTRF (AID 2073) | HTRF protein-protein interaction, Mint1-CaV2.2; higher % means a stronger effect | one-dose inhibition, % at 20 µM; IC50 in µM for titrated hits | 290,000 tested, 0.19% active; in the data active = inhibition mostly above about 51%, no sharp cut-off; inconclusive = no clear call, values can overlap the other calls; inactive = mostly below about 53%; also: some results filed as inactive read as strong as hits
LYP phosphatase: inhibitors of LYP phosphatase, biochemical, fluorescence intensity, uHTS (AID 1779); 290,000 tested, 0.054% active; inhibition, % at 11.5 µM; hits with a dose series show IC50 in µM; recombinant LYP phosphatase, fluorescence intensity; higher % means a stronger effect; in the data active = inhibition above about 50%;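 also: plate controls were vehicle with enzyme for no effect and no enzyme for full effect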
Dengue-2 NS5 capping: Dengue-2 NS5 methyltransferase inhibitors, primary screen, biochemical, confirmation dose response (AID 588689). Dengue-2 NS5 methyltransferase capping enzyme assay, biochemical; higher % means a stronger effect. inhibition, % at 25 µM; hits with a dose series show IC50 in µM. 340,000 tested, 0.3% active; in the data active = a potency from the dose series; inconclusive = inhibition above about 29% without an active follow-up result
HIV peptide binding: inhibitors of HIV fusion peptide binding, primary screen, biochemical, uHTS, fluorescence dequenching (AID 1986). cell-free peptide binding, fluorescence dequenching, 30 min; higher % means a stronger effect. inhibition, % at 20 µM; hits with a dose series show IC50 in µM. 290,000 tested, 0.3% active; in the data active = inhibition mostly above about 52%, no sharp cut-off; inactive = mostly below about 76%; also: some results filed as inactive read as strong as hits
RSV CPE inhibition: inhibition of RSV-induced cytopathic effect – HEp-2 cells, primary 10 µM value included (AID 2391); HEp-2 cells, RSV-induced CPE inhibition; higher % means a stronger effect; CPE inhibition, % at 10 µM; hits with a dose series show IC50 in µM; 310,000 tested, 0.13% active; in the data active = a potency from the dose series; inconclusive = CPE inhibition mostly from about 23% at the one dose, without a potency; inactive = the rest, 99 in 100 with CPE inhibition below about 21%; also: strong numbers were not always called active
Dengue-2 NS5 capping pilot replicate: recorded beside Dengue-2 NS5 capping, whose call it bears; inhibition, %; measured here: pilot screen replicate inhibition
* marks the source's active call; other numbers are inactive results; ? = inconclusive; . = no result given. Random draw from the library (roughly 1.7% active in at least one column).

SMILES	MgcRacGAP inhibition	Large T inhibition	XIAP displacement	SIAH1 antagonists	AID2073	LYP phosphatase	Dengue-2 NS5 capping	HIV peptide binding	RSV CPE inhibition	others
O=C1OCCC1Sc1nc(-c2ccccc2)cs1 (configuration not stated)	3%	2%	-6.9%	-2%	3%	4%	.	0.8%	0.7%
COCc1c(CCl)cnc(C)c1O	9%	-2%	-5.4%	4%	-4%	-4%	-15%	1.2%	1.1%
Cc1cccc(N=c2c([N+](=O)[O-])nn(-c3ccc(Cl)cc3)n2O)c1	14%	13%	-3.3%	5%	-2%	-2%	1%	-2.2%	18%
CCN(CC)C1CCN(C(=O)CCn2nnnc2CN2CCOCC2)C1 (configuration not stated)	7%	9%	.	5%	3%	-1%	-2%	-0.6%	0.5%
Cc1cc2nc(N)sc2cc1C	13%	-1%	-4.2%	-2%	4%	-3%	4%	-0.3%	0.9%
CCCCN(CCNP(=O)(OCC)OCC)CP(=O)(OCC)OCC	3%	3%	-3.2%	-1%	-4%	-4%	-6%	-1.8%	1.3%
Cc1ccc(S(=O)(=O)N(C)c2ccccc2C(=O)Nc2ccc3c(c2)OCCO3)cc1	11%	6%	.	10%	-4%	-4%	-9%	-1.8%	4.9%
Cc1nc(SCc2ccc([N+](=O)[O-])cc2)n[nH]1	7%	6%	.	0%	10%	-12%	3%	0.2%	2.2%	Dengue-2 NS5 capping pilot replicate=0.9
O=c1cc[nH]c2c1ccc1cccnc12	3%	6%	.	.	.	.	3%	.	-2.4%
Cc1ccc(NC(=O)COC(=O)c2ccccc2Cl)cc1S(=O)(=O)N(C)C	-5%	29%	-3.1%	7%	0%	3%	-4%	1.3%	3.3%
COc1ccc(NS(=O)(=O)c2ccc3c(c2)N(C(C)=O)CCO3)c(OC)c1	5%	1%	.	-1%	18%	-15%	6%	2.1%	-0.5%
COc1cc(C(=O)O/N=C(\N)c2ccccn2)cc(OC)c1OC	2%	0%	.	0%	0%	-6%	5%	1.5%	0.7%
Cc1ccccc1N=C(NO)c1nonc1N	2%	22%	-10%	-2%	-10%	-7%	.	-1.3%	1.2%
O=C(CNS(=O)(=O)N1CCOCC1)N/N=C/c1cccnc1	4%	.	-16%	-1%	-7%	-9%	-5%	-1.3%	0.5%
Cc1cccc(N2CCN(C(=O)/C=C/c3ccco3)CC2)c1C	5%	21%	-2.1%	20%	50%	3%	1%	30%	2.4%
CCCOC(=O)c1c(NC(=O)/C=C/c2cnn(C)c2C)sc(C(=O)OCC)c1C	-3%	4%	-4.0%	-3%	19%	-11%	-8%	0.6%	1.8%
O=C(C1CCN(c2ncnc3c2nc2n3CCCCC2)CC1)N1CCN(c2ccc(F)cc2)CC1	2%	3%	.	-2%	-11%	-10%	-9%	0.7%	10%
C=CCC(CC=C)(NC(=O)c1ccccc1)c1ccccc1	11%	2%	-3.2%	4%	-1%	-5%	-6%	-0.2%	3.3%
c1ccc2c(-c3nn4nnnc4c4ccccc34)cccc2c1	5%	3%	-5.0%	2%	11%	-5%	2%	-3.2%	16%
CCOC(=O)c1c(NC(=O)CSc2nnnn2CC)sc(C)c1C	6%	3%	-1.1%	-2%	-15%	2%	1%	0.6%	-0.5%
Cc1nc2nc(CNC(=O)OC(C)(C)C)nn2c(C)c1CCC(=O)Nc1ccc2c(c1)OCO2	7%	13%	.	0%	2%	2%	-19%	-1.4%	1.0%
CN(C(=O)COC(=O)/C=C/c1ccc(F)cc1)c1c(N)n(Cc2ccccc2)c(=O)[nH]c1=O	-1%	10%	.	.	.	.	2%	.	-0.3%
Cc1ccc(C)c(Cn2c(O)c(N=NC(=S)Nc3ccccc3F)c3ccccc32)c1	8%	0%	-7.6%	-14%	19%	2%	-3%	-0.9%	6.3%
Cc1nnc(NC(=O)CSCc2c(C)noc2C)s1	6%	7%	.	.	.	.	-1%	.	-1.6%
CCCc1nnc(NC(=O)CCC(=O)N2CCN(c3ccccc3)CC2)s1	-32%	10%	.	-4%	35%	-13%	1%	-1.3%	0.7%
CN(CC(=O)Nc1ccc(C#N)cc1)Cc1ccc(Cl)c(Cl)c1	-4%	1%	-0.6%	2%	0%	-1%	-6%	0.3%	4.4%
CC(Oc1ccc2c(c1)c1ccnc3c4ccccc4c(=O)n2c13)C(=O)NCCN1CCOCC1 (configuration not stated)	13%	-2%	.	8%	27%	-8%	-8%	0.1%	8.9%
CN(C)C(=O)c1ccc(NC(=O)COC(=O)/C=C/c2cccs2)cc1	-3%	10%	.	.	.	.	-6%	.	-1.1%
Cc1ccc(NC(=O)CN(c2ccc(Cl)cc2)S(=O)(=O)c2cc([N+](=O)[O-])ccc2Cl)cc1	-4%	1%	-3.3%	4%	0%	-6%	-1%	2.0%	4.5%
Cc1ccn2c(CNC(C)CCn3cccn3)c(C(=O)N3CCCCCC3)nc2c1 (configuration not stated)	14%	4%	-2.7%	2%	3%	-6%	4%	-0.2%	0.0%
CCN(CC(=O)Nc1c(F)cccc1F)C(=O)C1CCN(C(=O)c2ccc(F)cc2)CC1	6%	1%	.	.	.	.	-1%	.	0.4%
Nc1c(Nc2ccccc2)c2ccccc2oc1=O	3%	11%	-4.4%	0%	9%	2%	-6%	-1.5%	18%	Dengue-2 NS5 capping pilot replicate=-7.6
COCCNC(=S)Nc1cc(OC)c(OC)cc1C#N	204µM*	7%	-6.8%	-2%	-21%	3%	-8%	-0.2%	.
O=C(NCc1ccc(N2CCCC2=O)cc1)C1CCC(=O)N(Cc2ccccc2F)C1 (configuration not stated)	10%	22%	.	4%	4%	-1%	-6%	1.7%	1.4%
CN(C)/C=C1\C(=O)N(c2ccc(Cl)cc2)CS1(=O)=O	4%	-2%	-0.5%	1%	-3%	1%	-10%	-3.8%	0.8%	Dengue-2 NS5 capping pilot replicate=-3.6
c1cnc2ncc3sccc3c2c1	5%	8%	-2.9%	-4%	-5%	-6%	.	0.6%	1.8%
COc1cc2c(cc1OC)CN(CC(=O)NC(=O)NC(C)(C)C)CC2	-9%	8%	-4.2%	-2%	15%	-8%	-11%	-2.4%	1.9%
COc1ccc(-c2ccc(C(=O)O)c(=O)[nH]2)cc1	1%	3%	-3.0%	-7%	6%	-23%	-6%	4.7%	3.5%
Cc1ccc(S(=O)(=O)N2CCCCC2)cc1NC(=O)COC(=O)Cc1cccc2ccccc12	7%	2%	-5.1%	3%	7%	3%	1%	1.1%	0.3%
O=C(N/N=C\c1cn[nH]c1-c1ccccc1)c1cccs1	11%	10%	-12%	1%	0%	4%	1%	0.1%	3.0%
CNC(=S)N(Cc1ccc(OC)cc1)C1CC(=O)N(c2ccc(Cl)cc2)C1=O (configuration not stated)	6%	-6%	-6.6%	1%	17%	-1%	2%	13%	10%
Cc1no[n+]([O-])c1COc1ccc(/C=C2\NC(=S)NC2=O)cc1	4%	1%	-8.1%	3%	5%	-2%	-8%	4.0%	0.9%
COc1cc(OC)cc(C(=O)Nc2nc(CC(=O)NCc3ccccc3OC)cs2)c1	12%	10%	.	.	.	.	-5%	.	0.9%
COc1ccc(CC(=O)O/N=C(\N)c2ccccc2)cc1OC	8%	14%	.	6%	-6%	-5%	-2%	-0.9%	18%
Cc1cccc(NC(=O)COc2cccc3c2CCN(Cc2ccccc2)C3=O)c1C	4%	16%	1.8%	12%	3%	2%	2%	0.2%	0.9%
S=C1N(c2ccccc2)C(c2ccccc2)N2CCCN12 (configuration not stated)	9%	6%	-3.6%	5%	2%	-7%	-5%	-3.4%	0.6%
OCCN1CCN(Cc2ccc3ccccc3c2)CC1	96µM*	2%	.	-1%	7%	-9%	-3%	-1.3%	-0.3%	Dengue-2 NS5 capping pilot replicate=0.9
N#Cc1nc(COc2ccccc2Cl)oc1NCc1ccc(F)cc1	12%	4%	-6.9%	-1%	4%	0%	-2%	-0.4%	-2.1%
CCOC(=O)C1CCN(C(=O)CCc2nnc3ccc(N4CCC(C)CC4)nn23)CC1	16%	10%	.	1%	-3%	-11%	-1%	-0.8%	5.4%
C=CC1=C(C(=O)O)N2C(=O)[C@@H](NC(=O)/C(=N/OCC(=O)O)c3csc(N)n3)[C@H]2SC1	23%	10%	.	.	.	.	-7%	.	-1.3%
COc1ccc(C(=O)c2ccccc2)c(OCC(=O)N(C)C)c1	2%	8%	-9.1%	1%	?	-3%	10%	-1.2%	1.3%
Cc1ccc2c(c1)N(CCC(=O)NCc1ccc3c(c1)OCO3)C(=O)CO2	-3%	6%	-4.1%	-6%	20%	-1%	0%	0.7%	-1.6%
CN(CC(=O)Nc1ccccc1-c1ccccc1)Cc1ccccc1Cl	6%	12%	-5.2%	3%	-1%	0%	-6%	2.0%	18%
Cc1ccc(S(=O)(=O)n2nc(-c3ccc(Cl)cc3)nc2NCc2ccco2)cc1	1%	11%	-1.0%	1%	-14%	1%	-9%	-1.2%	?	Dengue-2 NS5 capping pilot replicate=-5.9
Cc1ccc(N(Cc2ccccc2)C(=O)c2ccc(Cl)c(S(=O)(=O)N3CCOCC3)c2)cc1	5%	9%	.	.	.	.	2%	.	?
CC(C)(C)OC(=O)N/N=C\c1ccc(OC(=O)c2cccs2)cc1	1%	7%	-3.1%	5%	-5%	-3%	-2%	3.3%	2.5%
CCN(CC)C(=O)C(=O)N/N=C/c1cccs1	6%	11%	-7.4%	0%	14%	-2%	2%	-3.1%	1.4%
C/C(=N/NC(=O)c1ccccc1)C1=C(O)CC(C)(C)CC1=O	2%	.	-0.7%	0%	-2%	-5%	-11%	-1.2%	2.5%

Pulled one by one from above (six):
SMILES	MgcRacGAP inhibition	Large T inhibition	XIAP displacement	SIAH1 antagonists	AID2073	LYP phosphatase	Dengue-2 NS5 capping	HIV peptide binding	RSV CPE inhibition	others
Cc1ccc2c(c1)N(CCC(=O)NCc1ccc3c(c1)OCO3)C(=O)CO2	-3%	6%	-4.1%	-6%	20%	-1%	0%	0.7%	-1.6%
COc1ccc(C(=O)c2ccccc2)c(OCC(=O)N(C)C)c1	2%	8%	-9.1%	1%	?	-3%	10%	-1.2%	1.3%
CCN(CC)C(=O)C(=O)N/N=C/c1cccs1	6%	11%	-7.4%	0%	14%	-2%	2%	-3.1%	1.4%
N#Cc1nc(COc2ccccc2Cl)oc1NCc1ccc(F)cc1	12%	4%	-6.9%	-1%	4%	0%	-2%	-0.4%	-2.1%
CCOC(=O)C1CCN(C(=O)CCc2nnc3ccc(N4CCC(C)CC4)nn23)CC1	16%	10%	.	1%	-3%	-11%	-1%	-0.8%	5.4%
CN(CC(=O)Nc1ccccc1-c1ccccc1)Cc1ccccc1Cl	6%	12%	-5.2%	3%	-1%	0%	-6%	2.0%	18%
